# TRPC6 inh: mouse TRPC6 channel inhibitors, primary screen, cell-based, HEK293, membrane potential dye. B-score at 10 µM. ACh-evoked depolarization; stronger effect = lower value. 1.1% of 310,000 active;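 active = B-score under library mean minus 3 SD, initial fluorescence not abnormally high, positive integrated signal ratio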;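 also: B-score derived from integrated fluorescence ratio over the kinetic read; more negative B-score means stronger inhibition of depolarization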
# Target sequence (Q61143 whole entry, looked up): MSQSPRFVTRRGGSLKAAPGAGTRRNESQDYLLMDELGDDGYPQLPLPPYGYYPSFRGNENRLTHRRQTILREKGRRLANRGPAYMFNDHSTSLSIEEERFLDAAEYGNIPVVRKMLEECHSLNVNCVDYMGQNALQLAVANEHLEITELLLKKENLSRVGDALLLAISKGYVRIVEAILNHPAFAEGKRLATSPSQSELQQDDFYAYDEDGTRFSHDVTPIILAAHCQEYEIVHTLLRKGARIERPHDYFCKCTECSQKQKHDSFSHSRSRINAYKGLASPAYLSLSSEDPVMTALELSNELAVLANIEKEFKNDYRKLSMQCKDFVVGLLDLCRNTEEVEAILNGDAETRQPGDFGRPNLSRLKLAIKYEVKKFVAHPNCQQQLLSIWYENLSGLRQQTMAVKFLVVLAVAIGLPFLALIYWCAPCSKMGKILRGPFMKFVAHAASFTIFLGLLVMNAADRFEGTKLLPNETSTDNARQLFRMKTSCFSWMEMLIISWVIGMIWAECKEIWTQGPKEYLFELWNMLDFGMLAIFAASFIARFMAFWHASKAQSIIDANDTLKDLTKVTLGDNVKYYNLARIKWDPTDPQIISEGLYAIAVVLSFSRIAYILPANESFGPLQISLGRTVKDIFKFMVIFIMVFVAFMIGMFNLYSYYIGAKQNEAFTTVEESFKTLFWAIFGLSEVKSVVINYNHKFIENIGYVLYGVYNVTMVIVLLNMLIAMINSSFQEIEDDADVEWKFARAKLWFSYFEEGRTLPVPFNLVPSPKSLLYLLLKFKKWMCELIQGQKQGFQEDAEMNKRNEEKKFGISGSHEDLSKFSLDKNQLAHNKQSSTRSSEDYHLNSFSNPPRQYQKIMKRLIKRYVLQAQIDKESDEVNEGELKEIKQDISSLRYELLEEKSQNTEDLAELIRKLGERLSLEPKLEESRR
# TRPC6 activator: mouse TRPC6 channel activators, primary screen, cell-based, HEK293, membrane potential dye; AID 2550, 2010; 0.13% of 310,000 active; B-score at 10 µM; HEK293-TRPC6 membrane potential dye fluorescence; stronger effect = higher value;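 active = B-score of the integrated fluorescence ratio above library mean plus 3 SD, and starting fluorescence ratio within library mean plus 5 SD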;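 also: higher score means more depolarization so channel activation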
# MrgX1 allo act: positive allosteric modulators of MrgX1, primary screen, HEK293 cells, Fluo-4 calcium flux | FDSS; stronger effect = higher value | B-score at 10 µM | 0.63% of 310,000 active;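 active = plate-corrected calcium response at least 3 library SD above typical, normal starting fluorescence, not activating the receptor alone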;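 also: compound read alongside a low EC10 to EC30 dose of BAM8-22 agonist; peak minus trough fluorescence over baseline measured at the second addition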
# MrgX1 antagonist: antagonists of human MrgX1 receptor, primary screen, HEK293 cells, Fluo-4 calcium flux; Mas-related G-protein coupled receptor member X1 (Homo sapiens), Q96LB2; BAM8-22 antagonism; stronger effect = lower value; B-score at 10 µM; 1.3% of 310,000 active;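 active = calcium-response B-score plate-corrected more than 3 library SD below zero, starting fluorescence within 5 deviations, no agonist response on first addition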;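 also: peak minus trough fluorescence over baseline after final BAM8-22 challenge near maximal dose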
# TRPC4 agonist: activators of mouse TRPC4 channel, primary screen, Fluo4 calcium, HEK293 TRPC4beta/mu-opioid cells | Short transient receptor potential channel 4 (Mus musculus), Q9QUQ5 | Fluo4 calcium fluorescence; stronger effect = higher value | B-score at 10 µM | 0.49% of 310,000 active | AID 2237, 2010;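 active = B-score above 5 SD of library B-scores, and initial fluorescence ratio not above library mean plus 5 SD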;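 also: positive B-score marks a calcium rise read as TRPC4 activation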
#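 System: HEK293 cells stably co-expressing mouse TRPC4beta and mu-opioid receptor; Schedule: Fluo4 dye loading 45 min at room temperature, 110 s recording; Detection: Fluo4 fluorescence, kinetic; Evaluation: B-scored integrated calcium fluorescence ratio; Controls: buffer (low) and maximal DAMGO (high).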
# TRPC4 potent: positive allosteric modulators of TRPC4, primary screen, cell-based, mouse TRPC4beta, HEK293 mu-opioid, Fluo-4 calcium. 0.42% of 310,000 active. AID 2227, 2009. Short transient receptor potential channel 4 (Mus musculus), Q9QUQ5. B-score at 10 µM. DAMGO EC20, Fluo-4 Ca2+ flux; stronger effect = higher value;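 active = B-score of calcium response area above 5 SD of library B-scores, with initial fluorescence ratio within 5 SD of library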;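 also: B-score of integrated fluorescence ratio over time as area under calcium response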
# HIF activator: HIF pathway transcriptional activators, primary screen, cell-based, U2OS HRE-luciferase, luminescence | activation, % at 7.5 µM (by protocol) | 0.32% of 300,000 active | U2OS HRE-luciferase reporter; normalized: DMSO 0%, desferrioxamine 100%;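 active = mean activation of at least 10% of the iron chelator positive control signal, with at least half of replicates also reaching 10%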
# MrgX1 agonist: agonists of human MrgX1 receptor, primary screen, HEK293 cells, Fluo-4 calcium flux; B-score at 10 µM; Mas-related G-protein coupled receptor member X1 (Homo sapiens), Q96LB2; AID 588627, 2011; 0.44% of 310,000 active; Fluo-4 calcium fluorescence, agonist mode; stronger effect = higher value;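 active = calcium response B-score plate-corrected fluorescence ratio at least 3 library SD, with starting fluorescence B-score inside 5 SD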
#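 Test system: Stable human MrgX1 HEK293 cell line | Schedule: Overnight plating before 1 h dye loading | Read-out basis: Baseline-normalised fluorescence change ratio, B-scored | Detection: Kinetic calcium dye fluorescence, Fluo-4 NW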
# AI-2 QS mod: Vibrio harveyi AI-2 quorum sensing modulators, primary screen, JMH597 strain, luminescence/OD600 ratio. Vibrio harveyi JMH597 AI-2 luminescence/OD600 ratio, 9 h; stronger effect = lower value; strain lacks LuxN and CqsS sensors; 0 = neutral-control median. activity change, % at 7.5 µM. 0.4% of 300,000 active. AID 2094, 2009; in the data active = activity change below about -75%, passing the limit was not always enough;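 also: luminescence divided by OD600 gain over 9 h not by final OD600 alone; inactives centre near 13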
# PolyA inh: polyadenylation inhibitors in yeast reporter cells, primary screen, luminescence, S. cerevisiae | S. cerevisiae SKY197-pL101 polyadenylation reporter, beta-gal luminescence; efflux-impaired pdr1/pdr3 knockout yeast; score 100 = 6 SD above DMSO | calls only at 12 µM | 0.02% of 300,000 active | AID 1875, 2009;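 active = lowest replicate activity score at least 50, where 100 means six control SD above control mean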;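 also: yeast exposed to compound for 9 h at 30 °C; higher score means more reporter readthrough which indicates perturbed polyadenylation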
# TRPC4 block: inhibitors of mouse TRPC4 channel, primary screen, Fluo4 calcium, HEK293 TRPC4beta/mu-opioid cells | B-score at 10 µM | 0.39% of 300,000 active | DAMGO-evoked Fluo4 calcium flux; stronger effect = lower value;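 active = B-score over 3 SD under the library average, no early fluorescence shift, positive overall ratio signal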
#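 Assay system: HEK293 cells with stable TRPC4beta plus mu-opioid receptor expression. Dosing: single dose. Measured by: Fluo4 Ca2+ flux fluorescence. Also added: DAMGO in two steps, submaximal then maximal. Read-out: B score from integrated Fluo4 fluorescence ratio.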
# Numbers without * were called inactive; i = inactive; nt = no result given; & = joins results of further samples; ! = not active in a repeat.
SMILES,TRPC6 inh,TRPC6 activator,MrgX1 allo act,MrgX1 antagonist,TRPC4 agonist,TRPC4 potent,HIF activator,MrgX1 agonist,AI-2 QS mod,PolyA inh,TRPC4 block
O=C(c1cc2ccccc2oc1=O)N1CCCCCCC1,i,i,i,i,i,i,0.1,i,5,i,i
COc1ccc(C(C)(C)C)cc1NC(=S)NCCN1CCOCC1,i,i,i,i,i,i,0.0,i,9,i,i
O=C(Nc1cccnc1)c1cn(-c2ccccc2)nc1-c1cccs1,i,i,i,i,i,i,2.0,i,4,i,i
O=C(O)c1ccc2c(c1)ncn2C1CCCCCC1,i,i,i,i,i,i,1.9,i,27,i,i
Cc1ccc(NS(=O)(=O)c2cccc(C(=O)N/N=C/c3ccc4c(c3)OCCO4)c2)c(C)c1,i,i,i,i,i,i,-0.3,i,26,i,i
CCN(C(=O)Cc1nc(N)n[nH]1)C1(C(=O)Nc2ccccc2)CCCCC1,i,i,i,i,i,i,-0.6,i,-4,i,i
O=C(NCc1cccnc1)c1sc2cc(Cl)ccc2c1Cl,i,i,i,i,i,i,0.5,i,14,i,i
Oc1cncc(Cc2ccccc2)c1,i,i,i,i,i,i,0.4,i,3,i,i
COC(=O)c1nnn(CC(=O)NC(=O)Nc2ccccc2F)c1C(=O)OC,i,i,i,i,i,i,1.1,i,8,i,i
COc1cccc(CN(C)C(=O)CC2C(=O)NCCN2C2Cc3ccccc3C2)c1 (stereo not given),i,i,i,i,i,i,0.1,i,42,i,i
C=CCn1c(SCCNC(C)=O)nc2cc(-c3ccccc3)sc2c1=O,i,i,i,i,i,i,-19,i,23,i,i
CC(C)CCN1CCN(Cc2cnc(-c3ccccc3)s2)CC1CCO (stereo not given),i,i,i,i,i,i,-0.2,i,7,i,i
CCOc1ccc(CN(CCC#N)C(=S)NC(=O)c2ccccc2)cc1,i,i,i,i,i,i,0.2,i,2,i,i
COC(=O)Cc1ccc(NC(=S)N2CCCC(C)C2)cc1 (stereo not given),i,i,i,i,i,i,1.0,i,3,i,i
CCOC(=O)C1=C(C)NC(C)=C(C(=O)OCC)C1C(=O)OCC(=O)NC(C)C,i,i,i,i,i,i,0.0,i,7,i,i
O=C(CN1C(=O)NC2(CCCc3ccccc32)C1=O)c1ccc(Br)cc1 (stereo not given),i,i,i,i,i,i,-0.5,i,-15,i,i
COc1ccc(-n2c(SCC(=O)Nc3ccccc3OC)nc(O)c(Cc3ccccc3)c2=O)cc1,i,i,i,i,i,i,0.1,i,47,i,i
CCCn1c(SCC(=O)NC(C)C23CC4CC(CC(C4)C2)C3)n[nH]c1=O (stereo not given),i,i,i,i,i,i,-0.5,i,3,i,i
c1ccc(-c2c[n+]3c(n2-c2ccccc2)CCC3)cc1,i,i,i,i,i,i,-0.2,i,11,i,i
CC(Sc1nc2cc(Cl)ccc2s1)C(=O)Nc1ccc2c(c1)OCO2 (stereo not given),i,i,i,i,i,i,1.4,i,11,i,i
O=C(OCC(F)(F)C(F)F)c1ccccc1C(=O)Oc1ccc(F)cc1F,i,i,i,i,i,i,0.2,i,-3,i,i
Cc1ccccc1OCCn1ccnc1,i,i,i,i,i,i,-0.4,i,17,i,i
C=CCc1cc(C(=O)N2CCCCC2)ccc1O,i,i,i,i,i,i,0.3,i,18,i,i
Cc1ccc(C(=O)Cn2cccn2)cc1,i,i,i,i,i,i,-0.4,i,6,i,i
CNCC[C@H](Oc1cccc2ccccc12)c1cccs1,-5.7*!,i,i,i,i,i,0.0&0.0,i,19&12,i,i
COc1cc(CN2CCN(c3cccc(C)c3C)CC2)cc(OC)c1O,i,i,i,i,i,i,0.1,i,9,i,i
CCOc1ccc(N(CC(=O)NC2CCCCC2)S(=O)(=O)c2ccc(C)cc2)cc1,i,i,i,i,i,i,-0.4,i,8,i,i
Cn1nc(C(F)(F)F)c(-c2ccc(Br)cc2)c1NC(=O)CSCC(=O)O,i,i,i,i,i,i,0.0,i,4,i,i
CSc1cccc(NC(=O)C2CCCN2S(=O)(=O)c2ccc(Br)s2)c1 (stereo not given),i,i,i,i,i,i,-0.4,i,40,i,i
CCOc1ccc(NC(=O)CSc2nc(=O)n(Cc3cccnc3)c3c2CCC3)cc1,i,i,i,i,i,i,-0.1,i,2,i,i
O=C(CCC(=O)Nc1ccccc1Cl)NNS(=O)(=O)c1ccc(Cl)cc1,i,i,i,i,i,i,nt,i,10,nt,i
O=C(CSc1nc2c([nH]c3ccccc32)c(=O)n1-c1ccccc1F)NCC1CCCO1 (stereo not given),i,i,i,i,i,i,-0.2,i,4,i,i
COc1cc(OC)c(-c2sc(Nc3ccccc3)n[n+]2-c2ccc(F)cc2)cc1OC,i,i,i,i,i,i,0.4,i,10,i,i
C/C(=N\OC(=O)c1ccc(C)cc1)c1c(C)nc2cc(C)ccn12,i,i,i,i,i,i,0.3,i,8,i,i
COc1ccc(CC(NC(C)=O)C(=O)NC2CCN(S(=O)(=O)c3ccccc3)CC2)cc1OC (stereo not given),i,i,i,i,i,i,-0.2,i,26,i,i
Cc1cc(N2CCN(C3CCCC3)CC2)n2c(nc3ccccc32)c1C#N,i,i,i,i,i,i,-0.6,i,15,i,i
Cc1c(NC(=O)OC(C)C)sc(=S)n1C,i,i,i,i,i,i,0.5,i,-6,i,i
CCOC(=O)C(C)Oc1ccc2c(CC)cc(=O)oc2c1C (stereo not given),i,i,i,i,i,i,-0.3,i,19,i,i
CN(C(=O)c1cccs1)c1ccccc1C(=O)O,i,i,i,-5.7*,i,i,-0.1,i,12,i,i
Cn1cc(C(c2ccccn2)c2cn(C)c3ccccc23)c2ccccc21,i,i,i,i,i,i,-1.5,i,17,i,i
CC(=O)c1cccc(N(C(=O)c2ccco2)C(C(=O)NC2CCCC2)c2ccccc2F)c1 (stereo not given),i,i,i,i,i,i,0.5,i,-3,i,i
COc1cccc2c(O)cc(=O)n(C)c12,i,i,i,i,i,i,-0.7,i,33,i,i
CC(C)CC(=O)N1CCN(C(=O)c2ccc(-c3ccccc3)cc2)CC1,i,i,i,i,i,i,0.6,i,13,i,i
Cc1cc(C(F)(F)F)n2nc(-c3sccc3-n3cccc3)cc2n1,i,i,i,i,i,i,-0.4,i,26,i,i
Cc1coc2c1c(C)cc1oc(=O)c(CC(=O)NCC(=O)NCC(=O)O)c(C)c12,i,i,i,i,i,i,2.2,i,12,i,i

# A draw from above in order of count of non-hydrogen atoms, highest first.
SMILES,TRPC6 inh,TRPC6 activator,MrgX1 allo act,MrgX1 antagonist,TRPC4 agonist,TRPC4 potent,HIF activator,MrgX1 agonist,AI-2 QS mod,PolyA inh,TRPC4 block
CC(=O)c1cccc(N(C(=O)c2ccco2)C(C(=O)NC2CCCC2)c2ccccc2F)c1 (stereo not given),i,i,i,i,i,i,0.5,i,-3,i,i
COc1cc(OC)c(-c2sc(Nc3ccccc3)n[n+]2-c2ccc(F)cc2)cc1OC,i,i,i,i,i,i,0.4,i,10,i,i
Cc1coc2c1c(C)cc1oc(=O)c(CC(=O)NCC(=O)NCC(=O)O)c(C)c12,i,i,i,i,i,i,2.2,i,12,i,i

# (cont.)
SMILES,TRPC6 inh,TRPC6 activator,MrgX1 allo act,MrgX1 antagonist,TRPC4 agonist,TRPC4 potent,HIF activator,MrgX1 agonist,AI-2 QS mod,PolyA inh,TRPC4 block
CCCNC(=O)Cc1c(C)n(C(=O)c2ccc(Cl)cc2)c2ccc(OC)cc12,i,i,i,i,i,i,-0.6,i,40,i,i
CCCc1nnc(NC(=O)c2c(O)c3c([nH]c2=O)CCCC3)s1,i,i,i,i,i,i,1.0,i,21,i,i
COc1ccc(S(=O)(=O)N2CCN(c3cc(-c4ccccc4)nc4ncnn34)CC2)cc1,i,i,i,i,i,i,0.1,i,11,i,i
O=C(C1CC(c2ccccc2O)=NO1)N1CCCCC1 (stereo not given),i,i,i,i,i,i,1.5,i,34,i,i
CC(=O)c1ccc(NC(=O)COc2ccccc2C(=O)Nc2ccccc2)cc1,i,i,i,i,i,i,0.4,i,4,i,i
N#C/C(=C/c1ccc(-c2ccc(S(N)(=O)=O)cc2)o1)C(=O)Nc1ccccc1,i,i,i,i,i,i,-0.6,i,20,i,i
CCOc1ccc(-n2cc(C(=O)Nc3cccc(C)n3)c3cc(OC)c(OC)cc3c2=O)cc1,i,i,i,i,i,i,-47,i,-1,i,i
CCN(CC)CC(=O)N1c2ccccc2CCc2ccc(NC(=O)c3cc(OC)c(OC)c(OC)c3)cc21,i,i,i,i,i,i,0.3,i,17,i,i
S=c1[nH]nc(Nc2cccc(Cl)c2)s1,i,i,i,i,i,i,-0.4,i,-20,i,nt
COc1cc(C(c2sc3nc(C)nn3c2O)N2CCN(c3ccccc3)CC2)cc(OC)c1OC (stereo not given),i,i,i,i,i,i,-0.1,i,-1,i,i
CCn1cnc2sc(C(=O)N3CCN(Cc4ccc5c(c4)OCO5)CC3)c(C)c2c1=O,i,i,i,i,i,i,nt,i,19,i,i
CCN(CC)S(=O)(=O)c1cccc(NC(=O)COc2ccc(C#N)cc2OC)c1,i,i,i,i,i,i,-0.2,i,15,i,i
CS(=O)(=O)c1ncc(CO)n1Cc1ccccc1,i,i,i,i,i,i,0.3,i,12,i,i
Cc1cccc(-c2nc3c(c(SCC(=O)N(C)C)n2)CCCC3)c1,i,i,i,i,i,i,-1.0,i,16,i,i
O=C(CCc1nnc2n(Cc3ccc(Cl)cc3)c(=O)c3ccccc3n12)N1CCN(c2ccccn2)CC1,i,i,i,i,i,i,-0.4,i,7,i,i
CCOC(=O)c1c(NC(=O)CSc2nnc(-c3c[nH]c4ccccc34)n2CCOC)sc2c1CCCCC2,i,i,i,i,i,i,0.4,i,39,i,i
CC(=O)c1ccc(OCC(O)CN2CCN(c3ccccn3)CC2)cc1 (stereo not given),i,i,i,i,i,i,nt,i,21,i,i

# Screening results (PubChem)

# The list is partial; the hit share may differ from the screen's.
